Source: PubChem BioAssay (NMMLSC)
Rac1 wt GTP bind: wildtype Rac1 GTP binding modulators, primary screen, biochemical, GST-Rac1 beads, flow cytometry, multiplex; AID 757, 2007; 190,000 compounds, 0.27% hits; GTP binding activity (% of control), % at 10 µM; fluorescent GTP binding; actives lie on both sides; 0 = cold GTP competed, 100 = untreated; Ras-related C3 botulinum toxin substrate 1 (Homo sapiens), P63000;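 active = GTP binding activity at least 20 points away from the 100% control level, either lower or higher; inconclusive = compound flagged as likely green fluorescent, judged across all proteins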
Bim-Bfl-1: inhibitors of Bim binding to Bfl-1, primary screen, biochemical, multiplexed, bead-based flow cytometry | Bim-Bfl-1 binding inhibition | inhibition, % at 10 µM | 190,000 compounds, 0.12% hits;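 note: 0% = wells without compound plus tracer and 100% = blocker peptide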
Rac1 act GTP bind: GTP binding modulators of activated mutant Rac1, primary screen, biochemical, bead-based flow cytometry, multiplex, fluorescent GTP; 190,000 compounds, 0.11% hits; GST-Rac1 activated beads; actives lie on both sides; 100% means binding = to untreated wells; percent activity (GTP binding), % at 10 µM; Ras-related C3 botulinum toxin substrate 1 (Homo sapiens), P63000; AID 764, 2007;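 active = GTP binding at least 20 percentage points away from the 100% baseline, in either direction, so actives lie on both sides; inconclusive = Compound likely fluorescent itself, or too few beads counted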
Bcl-W Bim block: inhibitors of Bim binding to Bcl-W, primary screen, biochemical, multiplexed, bead-based flow cytometry; Bcl-2-like protein 2 (Homo sapiens), Q92843; Bim peptide-Bcl-W binding; inhibition, % at 10 µM; 190,000 compounds, 0.02% hits;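 note: 0% = bound tracer without compound and 100% = peptide blocker; higher means less fluorescent Bim peptide bound to Bcl-W beads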
Bim-Bcl-2: inhibitors of Bim-Bcl-2 binding, primary screen, biochemical, multiplexed, human Bcl-2 family; inhibition, % at 10 µM; Bead-based flow cytometry, Bim peptide-Bcl-2 binding; AID 950, 2007; Apoptosis regulator Bcl-2 (Homo sapiens), P10415; 190,000 compounds, 0.06% hits; in the data active = inhibition above about 40%; inconclusive = no clear call, values can overlap the other calls;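 note: 0% = no compound wells with probe peptide and 100% = reference peptide inhibitor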
Target sequence (P10415 whole entry, looked up): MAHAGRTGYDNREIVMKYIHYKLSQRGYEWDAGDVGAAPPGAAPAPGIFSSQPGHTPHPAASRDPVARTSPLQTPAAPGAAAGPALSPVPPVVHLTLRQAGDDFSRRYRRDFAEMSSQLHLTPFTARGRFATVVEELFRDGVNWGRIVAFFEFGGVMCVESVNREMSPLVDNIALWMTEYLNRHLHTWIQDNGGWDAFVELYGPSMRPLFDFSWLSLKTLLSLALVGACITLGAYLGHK
Rab2A wt mod: modulators of GTP binding to Rab2A wildtype, primary screen, biochemical, dog, bead-based flow cytometry, multiplex. 190,000 compounds, 0.19% hits. GTP binding activity, % at 10 µM. GST-Rab2 wt beads, Bodipy-GTP binding. AID 760, 2007;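 active = GTP binding activity at least 20 points away from 100%, either lowered or raised; inconclusive = signal likely due to the compound's own green fluorescence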;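 note: 0% = beads with excess unlabeled GTP and 100% = no-compound control corrected for plate trend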
Rab7 wt GTP bind: modulators of GTP binding to Rab7, primary screen, biochemical, wildtype, multiplex bead flow cytometry; GTP binding activity (percent of control), % at 10 µM; Rab7 GTPase wild type (dog), Bodipy-FL-GTP binding; GST-Rab7 beads, fluorescent GTP binding; actives lie on both sides; untreated = 100%, excess cold GTP = 0%; 190,000 compounds, 0.055% hits;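 active = fluorescent GTP binding to Rab7 beads changed by at least 20 points from the 100% baseline, either direction, mostly lower; inconclusive = compound itself probably fluorescent, or too few beads counted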;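 note: median green fluorescence of bound Bodipy-FL-GTP per Rab7 bead population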
Bcl-XL Bim block: inhibitors of Bim-Bcl-XL binding, primary screen, biochemical, multiplexed, bead flow cytometry, human Bcl-XL | Bcl-2-like protein 1 (Homo sapiens), Q07817 | Bim peptide-Bcl-XL binding, fluorescence | inhibition, % at 10 µM | 190,000 compounds, 0.04% hits | AID 1007, 2008
Target sequence (Q07817 whole entry, looked up): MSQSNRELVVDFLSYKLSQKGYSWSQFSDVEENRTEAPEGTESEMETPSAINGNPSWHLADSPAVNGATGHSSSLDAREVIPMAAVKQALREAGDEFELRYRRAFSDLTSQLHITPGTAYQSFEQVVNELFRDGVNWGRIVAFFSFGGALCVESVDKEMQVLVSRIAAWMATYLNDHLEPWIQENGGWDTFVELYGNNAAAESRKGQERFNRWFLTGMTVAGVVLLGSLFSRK
HRas wt GTP: modulators of GTP binding to HRas wildtype, primary screen, biochemical, bead-based flow cytometry, multiplex; GTPase HRas (Homo sapiens), P01112; GST-Ras wt beads, Bodipy-FL-GTP binding; actives lie on both sides; GTP binding activity, % at 10 µM; 190,000 compounds, 0.14% hits; AID 759, 2007;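 active = GTP binding activity at least 20% away from the 100% baseline, either lowered as inhibitor or raised as activator; inconclusive = flagged as likely green fluorescent, judged across all proteins in the well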;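 note: 0% = unlabeled GTP competition control and 100% = no-compound control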
Cdc42 wt: modulators of GTP binding to wildtype Cdc42, primary screen, biochemical, multiplex bead flow cytometry, Bodipy-GTP; percent activity (GTP binding), % at 10 µM; GST-Cdc42 beads; actives lie on both sides; AID 761, 2007; Cell division control protein 42 homolog (Homo sapiens), P60953; 190,000 compounds, 0.2% hits;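 active = percent activity GTP binding at least 20 points away from the 100% baseline, either down as inhibitor or up as activator; inconclusive = compound flagged as likely green fluorescent from well-wide comparison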;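 note: median bead fluorescence of bound Bodipy-FL-GTP at 100 nM; 0% = excess unlabeled GTP control and 100% = no compound control; below 100% means less GTP binding so inhibitor and above means activator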
Target sequence (P60953 whole entry, looked up): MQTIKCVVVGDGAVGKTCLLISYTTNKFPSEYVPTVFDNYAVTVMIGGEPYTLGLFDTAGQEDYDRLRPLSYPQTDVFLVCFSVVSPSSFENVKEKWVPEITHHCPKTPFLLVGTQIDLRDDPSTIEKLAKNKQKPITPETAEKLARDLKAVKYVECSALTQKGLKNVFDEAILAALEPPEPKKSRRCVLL
Bim-Bcl-B: inhibitors of Bim-Bcl-B binding, primary screen, biochemical, multiplexed, human Bcl-2 family. inhibition, % at 10 µM. bead-based flow cytometry, Bim peptide-Bcl-B binding. 190,000 compounds, 0.073% hits;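 note: 0% = tracer peptide without compound and 100% = reference inhibitor peptide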
Target sequence (Q9HD36 whole entry, looked up): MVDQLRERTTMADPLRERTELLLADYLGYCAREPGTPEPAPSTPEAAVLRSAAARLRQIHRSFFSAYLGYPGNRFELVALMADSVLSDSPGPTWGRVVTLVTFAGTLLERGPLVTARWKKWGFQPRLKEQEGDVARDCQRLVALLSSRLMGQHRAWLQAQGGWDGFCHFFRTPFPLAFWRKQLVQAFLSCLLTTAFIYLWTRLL
* marks the source's active call; other numbers are inactive results; u = inconclusive. Cut-off read from the data, not from the text of the source, unless noted: active = inhibition above about 40%.

SMILES	Rac1 wt GTP bind	Bim-Bfl-1	Rac1 act GTP bind	Bcl-W Bim block	Bim-Bcl-2	Rab2A wt mod	Rab7 wt GTP bind	Bcl-XL Bim block	HRas wt GTP	Cdc42 wt	Bim-Bcl-B
O=C(NC(Cc1c[nH]c2ccccc12)C(=O)O)c1ccc(Br)cc1 (stereo not given)	91	-6	91	-2	-2	91	93	-2	92	90	0
CCCC(CCC)C(=O)OC1C[C@H]2CC[C@@H](C1)[N+]2(C)C (stereo not given in full)	101	-2	102	-1	0	101	104	-3	100	99	-4
Cc1cc(S(=O)(=O)Nc2ccc(F)cc2)c(C)s1	106	-10	100	-3	-6	100	98	-6	101	102	-4
COc1ccccc1NC(=O)CSc1nncn1-c1cccnc1	107	1	100	1	2	97	99	-3	100	99	0
CC(C)COC(=O)CCNc1n[nH]c(=O)[nH]c1=O	107	-10	102	3	-3	99	99	-4	101	104	-3
O=c1cccc(-c2ccc(Br)cc2)o1	103	-1	97	0	-2	98	98	-3	103	102	-2
O=C(NCC1CCCO1)c1nc2c(nnn2Cc2ccc(F)cc2)c(=O)[nH]1 (stereo not given)	110	1	100	0	-1	103	103	-2	105	104	-3
Cc1cccc(-n2c(O)c(C=Nc3ccccc3)c3ccccc3c2=O)n1	98	-8	95	-3	-3	100	105	-5	100	97	-9
C=CCNC(=S)NC1CC(C)(C)NC(C)(C)C1	105	-13	102	-4	-10	101	96	-13	103	102	-5
O=C(CSC1=NCCN1)NC12CC3CC(CC(C3)C1)C2	104	-2	100	-3	0	101	99	-3	102	104	-5
COc1cccc(NC(=S)N(CCCN2CCC(C)CC2)Cc2cccs2)c1	97	-1	99	0	-4	96	91	-2	96	98	-12
CN(C)S(=O)(=O)N(CC(=O)Nc1ccc2ccccc2c1)c1ccccc1	103	-2	100	-7	-5	101	97	-8	101	104	-7
CSc1ncc(Cl)c(C(=O)NCc2ccc3c(c2)OCO3)n1	105	-11	98	2	-9	102	99	-6	100	101	-9
Cc1csc(SCC(=O)NC(=O)NCCC(C)C)n1	99	-3	95	0	0	103	105	-1	99	99	-3
COc1ccc(OCC(=O)Nc2cc(-c3nn(C)c(=O)c4ccccc34)ccc2OC)cc1	102	-17	97	-6	-12	101	102	-14	98	98	-17
CC1(C)C(=O)Nc2ccccc2N1C(=O)COC(=O)CCSc1ccccc1	96	0	96	-2	-2	97	101	0	97	96	-2
CC(C)(C)NC(=O)C(OC(=O)c1cccs1)c1ccccc1 (stereo not given)	99	-6	95	2	2	100	102	0	98	98	-1
CCN1C/C(=C/c2ccc(N3CCOCC3)cc2)C(=O)/C(=C/c2ccc(N3CCOCC3)cc2)C1	99	3	95	0	-2	98	99	-3	97	95	-15
CCOC(=O)c1sc2ncnc(NCC(c3cccs3)N(C)C)c2c1C (stereo not given)	101	-8	98	4	-1	101	104	-4	102	101	-4
O=C(Cc1ccccc1)N/N=C/c1ccccc1OCc1ccc(Cl)cc1	105	-8	94	-3	-10	97	98	-8	101	98	-8
CC(C)C[C@H](NC(=O)Nc1cccc(C(F)(F)F)c1)C(=O)O	105	-15	100	-2	-5	104	100	-7	103	103	-12
Cc1c(NC(=O)c2c(N)n(-c3ccccc3)c3nc4ccccc4nc23)c(=O)n(-c2ccccc2)n1C	106	-6	98	-5	-5	104	104	-9	102	103	-9
CC(=O)N1c2ccc3ccccc3c2C2C=CCC2C1c1ccc(Br)cc1 (stereo not given)	103	-8	98	-5	-11	99	99	-8	99	99	-18
O=C(/C=C/c1ccco1)N(c1ccccn1)c1ccccn1	99	0	96	0	5	99	102	-2	100	96	3
CC1(C)CC(=O)C(C=Nc2ccc3[nH]ncc3c2)=C(O)C1	99	0	99	0	-1	97	100	0	96	97	0
O=C(OC1CCCCC1=O)c1cc(Cl)ccc1[N+](=O)[O-] (stereo not given)	99	-4	98	0	-2	98	96	-1	96	96	0
COc1ccc(OCCCC(=O)Nc2cccnc2)cc1	101	-8	99	2	0	99	99	1	102	102	-5
CCc1ccc(-n2c(=O)c3c(C)c(C)sc3n(CC(=O)NCC3CCCO3)c2=O)cc1 (stereo not given)	88	-5	92	-2	-3	98	101	-4	96	93	-3
COc1ccc(/C=N/Nc2nc(N3CCCC3)nc(N3CCCC3)n2)c(OC)c1OC	103	0	97	-5	-1	98	98	-7	100	99	-3
CCOC(=O)c1c(C)c(C(=O)Nc2ccc(N(C)C)cc2)c(C)n1CC	98	10	98	8	2	97	100	0	98	97	-5

Complete entries, looked up by structure. Order of screens: Rac1 wt GTP bind	Bim-Bfl-1	Rac1 act GTP bind	Bcl-W Bim block	Bim-Bcl-2	Rab2A wt mod	Rab7 wt GTP bind	Bcl-XL Bim block	HRas wt GTP	Cdc42 wt	Bim-Bcl-B
`CCOC(=O)c1sc2ncnc(NCC(c3cccs3)N(C)C)c2c1C` (stereo not given) in the list: 101	-8	98	4	-1	101	104	-4	102	101	-4
`CCc1ccc(-n2c(=O)c3c(C)c(C)sc3n(CC(=O)NCC3CCCO3)c2=O)cc1` (stereo not given) in the list: 88	-5	92	-2	-3	98	101	-4	96	93	-3

(listing goes on)
SMILES	Rac1 wt GTP bind	Bim-Bfl-1	Rac1 act GTP bind	Bcl-W Bim block	Bim-Bcl-2	Rab2A wt mod	Rab7 wt GTP bind	Bcl-XL Bim block	HRas wt GTP	Cdc42 wt	Bim-Bcl-B
CN1C(=O)CC(C(=O)O)SC1=Nc1cc(Cl)cc(Cl)c1 (stereo not given)	100	0	96	-2	1	96	97	-7	95	98	-6
Cc1c(NC(=O)c2cc3c(s2)CCCC3)c(=O)n(-c2ccccc2)n1C	94	3	94	-3	6	95	103	-2	96	96	3
C/C=C/C(=O)OCC(=O)Nc1nc2ccc(C)cc2s1	105	-11	96	4	-6	97	97	-4	100	103	-6
Cc1ccc(CNC(N)=S)cc1	97	0	97	-3	-1	102	98	-4	101	98	-2
O=C(Cc1cccs1)N/N=C/C(Cl)=C/c1ccccc1	106	-1	96	0	1	101	108	-2	99	97	1
Cc1ccsc1/C=N/NC(=O)CO	100	-13	98	0	-2	97	98	0	96	98	-1
CCc1ccc(N2C(=O)CN(Cc3cccs3)C2=S)cc1	99	-10	93	-2	-7	91	96	-2	96	93	-8
CCOC(=O)c1cnc(-n2nc(C)cc2C)nc1NCCc1ccccc1	104	-9	98	-1	-9	104	106	-2	103	101	-9
Cc1cccn2c(=O)c3cc(C(=O)N4CCN(C(=O)c5ccco5)CC4)n(C)c3nc12	98	-2	94	2	0	92	93	2	94	95	0
Cc1ccc2cc(CCNC(=O)c3ccc4c(c3)OCO4)c(=O)[nH]c2c1C	100	-6	100	3	-2	101	102	0	102	101	-5
CC(=O)c1ccc(OC(=O)C(CCS(C)(=O)=O)N2C(=O)c3ccccc3C2=O)cc1 (stereo not given)	114	-9	100	8	-3	102	93	8	100	108	-1
Cc1oc(-c2cccc(Cl)c2)nc1CSCC(=O)O	104	-9	96	0	-6	96	94	-2	97	98	-8
COc1cccc(OC)c1OCCN(C)C	100	-8	97	0	-7	98	98	-5	101	94	-6
COc1ccc(OC)c(C(=O)CN2C(=O)NC(C)(c3ccccc3)C2=O)c1 (stereo not given)	u	0	u	-1	-1	u	u	0	u	u	-2
O=C(CCCOc1ccc(Cl)cc1Cl)NNC(=O)c1ccc(NC(=O)c2ccccc2)cc1	106	0	100	-2	1	100	103	-3	103	100	-3
CN(C(=O)COc1ncnc2c1cnn2-c1ccccc1)C1CCCCC1	102	-7	97	-1	-6	95	96	0	97	99	-6

A draw from above in order of heavy-atom count, smallest number first:
SMILES	Rac1 wt GTP bind	Bim-Bfl-1	Rac1 act GTP bind	Bcl-W Bim block	Bim-Bcl-2	Rab2A wt mod	Rab7 wt GTP bind	Bcl-XL Bim block	HRas wt GTP	Cdc42 wt	Bim-Bcl-B
Cc1ccc(CNC(N)=S)cc1	97	0	97	-3	-1	102	98	-4	101	98	-2
Cc1ccsc1/C=N/NC(=O)CO	100	-13	98	0	-2	97	98	0	96	98	-1
COc1cccc(OC)c1OCCN(C)C	100	-8	97	0	-7	98	98	-5	101	94	-6
Cc1oc(-c2cccc(Cl)c2)nc1CSCC(=O)O	104	-9	96	0	-6	96	94	-2	97	98	-8
C/C=C/C(=O)OCC(=O)Nc1nc2ccc(C)cc2s1	105	-11	96	4	-6	97	97	-4	100	103	-6
CCc1ccc(N2C(=O)CN(Cc3cccs3)C2=S)cc1	99	-10	93	-2	-7	91	96	-2	96	93	-8
Cc1c(NC(=O)c2cc3c(s2)CCCC3)c(=O)n(-c2ccccc2)n1C	94	3	94	-3	6	95	103	-2	96	96	3
CN(C(=O)COc1ncnc2c1cnn2-c1ccccc1)C1CCCCC1	102	-7	97	-1	-6	95	96	0	97	99	-6
CC(=O)c1ccc(OC(=O)C(CCS(C)(=O)=O)N2C(=O)c3ccccc3C2=O)cc1 (stereo not given)	114	-9	100	8	-3	102	93	8	100	108	-1
Cc1cccn2c(=O)c3cc(C(=O)N4CCN(C(=O)c5ccco5)CC4)n(C)c3nc12	98	-2	94	2	0	92	93	2	94	95	0
O=C(CCCOc1ccc(Cl)cc1Cl)NNC(=O)c1ccc(NC(=O)c2ccccc2)cc1	106	0	100	-2	1	100	103	-3	103	100	-3
